# Compound activity: PubChem, University of Kansas High Throughput Screening Laboratory
# mHTT-CaM PPI inh: mHTT-calmodulin interaction abrogation. P42858. AlphaScreen His-mHTT/GST-CaM binding, luminescence. inhibition, % at 15 µM. actives 3.6% (n = 190,000). AID 1671202;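 further: 0% = both proteins with DMSO and 100% = one protein alone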
# Pf apPOL inh: Pf-apPOL DNA polymerase inhibition; actives 0.25% (n = 210,000); inhibition, % at 10 µM; Recombinant Pf-apPOL, molecular beacon fluorescence, 1.5 h
# * hit, by the source's call; / = no result given. No stated cut-off is given here; in the data, active means inhibition above about 50%; inactive means the rest.
SMILES,mHTT-CaM PPI inh,Pf apPOL inh
COc1ccc(OC)c(CN2CCc3nc(Nc4ccc5c(c4)OCCO5)ncc3C2)c1,50*,4
Cc1ccc(Nc2nc(-c3ccc(F)cc3)cs2)cc1,35,-5
O=C(C1CC1c1ccc(F)cc1)N1CCN(C(=O)C2(c3ccccc3)CCOCC2)CC1 (stereo unspecified),-5,-3
NC(=O)c1nn(-c2ccccc2)nc1NC(=O)CSc1nnnn1-c1ccc(Cl)cc1,2,-3
Cc1cccc(-n2cc(C3CCN(C(=O)Cc4ccc(F)cc4)CC3)cn2)c1,24,-4
CC(C)c1c(C2CCN(C(=O)c3cccc(N(C)C)c3)CC2)noc1N,4,-8
O=C1C(=O)N(CN2CCN(c3cccc(C(F)(F)F)c3)CC2)c2ccc([N+](=O)[O-])cc21,11,1
COCC(=O)Nc1ccc2c(c1)C(N1CCC(C)CC1)=Nc1ccccc1O2,11,0
COC(=O)c1ccc(Cl)cc1NC(=O)N1CCOc2ccc(C)cc21,-9,-3
COC(CNC(=O)C(=O)c1ccccc1NC(C)=O)OC,4,-1
CC(C)(C)NS(=O)(=O)c1ccc(F)cc1,-10,/
Cc1ccc(NC(=O)CCc2cccc3[nH]ccc23)cc1C,22,0
CCN(C(=O)c1nc(C)n(C2CCN(C)CC2)c1C)c1ccccc1,10,-8
Cc1cccc(-n2nc3c(c2NC(=O)c2cccs2)CSC3)c1,38,1
O=C(NCc1ccc(F)cc1)N1CCC(N2CCN(Cc3ccc(F)cc3)C2=O)CC1,28,1
CC(C)C(=O)N1CCCC(C(=O)N2CCOCC2)C1 (stereo unspecified),-1,-3
O=C(CSc1ccccc1C(=O)O)c1ccc(Cl)cc1,4,4
COc1ccc(N(Cc2ccccc2C)S(C)(=O)=O)cc1,-2,2
COC(=O)c1cc(C#N)c(C)nc1Sc1nccn1-c1cc(Cl)ccc1Cl,/,-9
O=C1CSC(c2ccccc2C(F)(F)F)N1c1ccc(Br)cc1 (stereo unspecified),18,5
CSc1nnc(-c2nn(C)c3c2CN(C(=O)C2CCCCC2)CC3)n1C,-5,-2
Cn1nc(NC(=O)c2ccc(F)cc2Cl)c2c1NC(=O)CC2c1ccco1 (stereo unspecified),-10,-4
COc1cccc(N2CC(C(=O)N3CC(c4nc(Cc5ccccc5)no4)C3)CC2=O)c1 (stereo unspecified),15,-8
COc1ccccc1OCC(=O)Nc1ccccc1C(=O)Nc1ccccc1,5,3
Cc1c(C(=O)NCc2ccccc2)sc2ncn(Cc3ccccc3F)c(=O)c12,2,-8
Cc1cccc(NC(=O)C2CCCN(c3cnn(Cc4ccccc4)c(=O)c3)C2)c1C (stereo unspecified),8,-7
CC1CCN(C(=O)CN2C(=O)c3cccc4cccc(c34)C2=O)CC1,-2,0
CN1CCCn2nc(C3CCN(C(=O)Nc4cccc(C#N)c4)CC3)cc2C1=O,-4,2
C=CCSc1nnc2c(n1)OC(c1ccccn1)N(C(C)=O)c1ccccc1-2 (stereo unspecified),1,-14
O=C(c1ccc(Br)o1)N1CCCC(c2nnc(-c3ccccc3)o2)C1 (stereo unspecified),2,-7
Cc1cccc(O)c1N=Cc1ccc([N+](=O)[O-])cc1,31,-13
O=C(NCCCc1ccccc1)c1ccc2c(c1)NC(=O)C1CCCCN21 (stereo unspecified),-2,-4
O=C(Cc1cccs1)NCc1cccc(CNC(=O)Cc2cccs2)c1,-1,-6
COc1ccc(OCC(=O)NCC23CCCC2N(C)C(=O)CC3)cc1 (stereo unspecified),-2,-3
CCCCCCCCCCCC(=N)OC,/,-7
C=C(C)COc1ccc2c(=O)c(Oc3ccc(C(=O)OCC)cc3)c(C)oc2c1,-15,-5
Cn1nc(CC(=O)Nc2ccc(F)cc2Cl)c2ccccc2c1=O,1,-5
O=C(O)CCCN=CC1=C(O)c2ccccc2C1=O,-3,5
O=c1c2c(-c3ccc(F)cc3)csc2ncn1-n1cccc1,2,-4
CC1(C)CC(=O)C2=C(C1)OC(N)=C(C#N)C2C1CCCCC1 (stereo unspecified),-2,4

# Reformatted with values under each structure: entries from further up.
# Values run as follows: mHTT-CaM PPI inh | Pf apPOL inh
Cc1c(C(=O)NCc2ccccc2)sc2ncn(Cc3ccccc3F)c(=O)c12
 : 2 | -8
Cc1cccc(NC(=O)C2CCCN(c3cnn(Cc4ccccc4)c(=O)c3)C2)c1C (stereo unspecified)
 : 8 | -7
CC1CCN(C(=O)CN2C(=O)c3cccc4cccc(c34)C2=O)CC1
 : -2 | 0
CN1CCCn2nc(C3CCN(C(=O)Nc4cccc(C#N)c4)CC3)cc2C1=O
 : -4 | 2

# (further entries)
SMILES,mHTT-CaM PPI inh,Pf apPOL inh
CCCCn1c(=N)c(S(=O)(=O)c2ccc(C)cc2)cc2c(=O)n3ccccc3nc21,1,-6
COc1ccc(CCNC(=O)c2ccc(=O)[nH]n2)cc1OC,-12,-3
CCOc1ccc(C(=O)c2cccs2)cc1,-26,-2
CC(=O)Nc1ccc(NC(=O)CC2OCC3CCCCN3C2=O)cc1 (stereo unspecified),-1,-2
COc1cc2c(cc1OC)C(C)N(C(=O)c1nn(-c3ccccc3)nc1C)CC2 (stereo unspecified),/,-9
CCN(CC)C(=O)c1oc2ccc(S(=O)(=O)N3CCCC3)cc2c1C,9,-9
COc1ccc(OC)c(S(=O)(=O)NCc2ccccn2)c1,-2,0
CNS(=O)(=O)c1cccnc1Nc1ccc(Cl)cc1,-20,-3
O=C1OC(c2cccc(Br)c2)=N/C1=C/c1ccccc1[N+](=O)[O-],2,-5
Cc1ccccc1N1C(=O)NC(=O)/C(=C\c2cn(CC(=O)Nc3ccccc3)c3ccccc23)C1=O,64*,0
CCSc1nnc2c(n1)OC(c1ccc(OC)c(O)c1)Nc1ccccc1-2 (stereo unspecified),-1,2
COc1cccc(/C=C/C(=O)Nc2ccc3nc(N4CCOCC4)cc(C)c3c2)c1OC,22,-5
COc1c(Cl)cc(Cl)cc1C=NC(=O)CC#N,2,5
COCCN1C(=O)c2ccccc2C(C(=O)O)C1c1cn(C)c2ccccc12 (stereo unspecified),1,4
O=C(Nc1ccc2c(c1)C(=O)NCC2)Nc1ccccc1C(F)(F)F,0,-8
O=C(NCc1ccc2c(c1)OCO2)c1csc(NS(=O)(=O)c2cccs2)n1,-11,-1
CCc1ccc(CN2CCC(C(=O)N3CCN(c4cccc(C)c4C)CC3)CC2)cc1,21,2
O=C(Nc1c2c(nn1-c1cccc(Cl)c1)CS(=O)C2)c1ccc(Br)cc1 (stereo unspecified),12,-1
O=C(c1cccc(Cl)c1)N1N=C(c2ccc(Cl)cc2)CC1(O)C(F)(F)F (stereo unspecified),-4,-2
Cc1cccc(NC(=O)C2CN(S(=O)(=O)c3cccnc3)CC23CCCCC3)c1C (stereo unspecified),2,-3
Cc1cc(NC(=O)c2cc(-c3ccc(C)s3)nc3ccccc23)no1,-2,-8
O=C1C2CCCN2C(c2ccc(F)cc2)N1c1nccs1 (stereo unspecified),-8,-1
Cc1ccc(C)c(NC(=O)N2CCC3(CC2)Nc2cc(F)ccc2-n2cccc23)c1,31,-6
CC(C)OCCCNC(=O)CC1Nc2ccccc2NC1=O (stereo unspecified),-10,-8
Cc1cc(C)cc(-n2c(CN3CCN(C(=O)NCc4ccco4)CC3)nc3cccnc32)c1,27,-7
O=c1cnn2c(=O)/c(=C/c3cccc([N+](=O)[O-])c3)sc2n1,2,-11
Cc1ccc(-c2nc3n(n2)C(=O)CC(c2ccc(Cl)cc2)S3)cc1 (stereo unspecified),-6,0
COc1ccc(C2(CNS(=O)(=O)c3ccc(OC)c(Cl)c3)CCOCC2)cc1,-21,-5
CCC(Sc1nnc(C)c(=O)[nH]1)C(=O)Nc1ccccc1C#N (stereo unspecified),-4,-3
NS(=O)(=O)c1ccc(NC(=O)c2cc(-c3ccc(Cl)s3)nc3ccccc23)cc1,6,-6
CCOc1ccccc1C(=O)N1CCC(COc2ccccc2C(=O)N2CCCC2)CC1,-2,-1
Cc1nn(CCCC(=O)NCc2ccccc2)c(C)c1[N+](=O)[O-],-2,-4
Cc1ccccc1NC(=O)c1ccc(F)c(S(=O)(=O)NCC2CCCO2)c1 (stereo unspecified),-4,-8
COc1cc(C(=O)Nc2ccc(S(=O)(=O)NC(C)(C)C)cc2)c([N+](=O)[O-])cc1OC,4,-4
O=C(c1ccc(F)cc1)N1CCC(CCNS(=O)(=O)c2ccc(Cl)s2)CC1,32,2
Cc1nc(CNC(=O)C2CCCN2S(=O)(=O)c2ccc(Cl)s2)cs1 (stereo unspecified),0,-1
COc1ccc(C2=CC(=O)N(c3ccccc3)C(c3ccccc3)O2)cc1 (stereo unspecified),-1,-3
CC(C)(C)OC(=O)N(Cc1ccco1)S(=O)(=O)c1ccccc1Br,-8,-3
CCOc1ccc(CNC(=O)CCS(=O)(=O)Cc2ccccc2C)cc1OC,7,-5
CCN(CC)C(=O)CNS(=O)(=O)c1ccc(C)cc1,2,-6

# Molecules above that contain a cyano group:
SMILES,mHTT-CaM PPI inh,Pf apPOL inh
COC(=O)c1cc(C#N)c(C)nc1Sc1nccn1-c1cc(Cl)ccc1Cl,/,-9
CN1CCCn2nc(C3CCN(C(=O)Nc4cccc(C#N)c4)CC3)cc2C1=O,-4,2
CC1(C)CC(=O)C2=C(C1)OC(N)=C(C#N)C2C1CCCCC1 (stereo unspecified),-2,4
COc1c(Cl)cc(Cl)cc1C=NC(=O)CC#N,2,5
CCC(Sc1nnc(C)c(=O)[nH]1)C(=O)Nc1ccccc1C#N (stereo unspecified),-4,-3

# New compounds follow.
SMILES,mHTT-CaM PPI inh,Pf apPOL inh
Cc1cc(C)cc(Oc2c(C(F)(F)F)oc3cc(O)ccc3c2=O)c1,5,-1
CC(=O)c1c(N)nc(C)nc1-c1ccccc1,-5,-2
FC(F)(F)c1cc(-c2ccco2)nc(-n2cc(Br)cn2)n1,3,1
Cc1ccccc1C(=O)N1CC(C(=O)N2CCOCC2)C(c2ccccc2C)C1 (stereo unspecified),7,2
CCOC(=O)c1sc(-c2ccccc2)cc1NC(=O)c1cccc(N2C(=O)CCC2=O)c1,-4,-4
CCOc1ccccc1NC(=O)CSC1=NN2CCCC(=O)N=C2S1,5,-7
CCN1CCN(c2ncc3c(n2)CCN(Cc2ccccc2F)C3)CC1,56*,-3
Cc1ccc2nc(-c3ccc(NC(=O)c4ccc(=O)n(C)n4)cc3)sc2c1,-12,-3
Cc1cc(I)c(O)c(C=Nc2ccc(F)cc2)c1,25,-10
COc1cc2c(cc1OC)C(C(=O)N1CCCC(C)C1)C(c1cccnc1)N(C)C2=O (stereo unspecified),-4,-5
COCC(=O)N1CCN(c2cc(Cl)ccc2C)C(=O)C1C (stereo unspecified),-6,-5
O=C(O)c1ccc(C2SCC(=O)N2CCc2ccccc2)cc1 (stereo unspecified),3,-8
Cc1c(Cl)c([N+](=O)[O-])nn1CCCC(=O)Nc1c(F)cc(F)cc1Br,-1,8
CSc1ccc(C2N(Cc3ccccc3)CCN2Cc2ccccc2)cc1,-8,/
CCc1ccccc1NC(=O)N1CCCC1c1cc(C)no1 (stereo unspecified),-7,-8
Cc1ccc(NC(=O)c2cccnc2)cc1C,-5,-4
O=C(N1CCOCC1)n1cnc2ccccc21,-5,-8
C=C(C)COc1cc(C)c2c(c1)OC(=Cc1cc(OC)c(OC)c(OC)c1)C2=O,-11,-3
Cc1ccccc1Cc1c(C)nc2c(C(=O)NCc3ccco3)cnn2c1C,37,-4
CN1CCCNC1c1ccc(-c2ccc(Br)cc2)o1 (stereo unspecified),20,-4
COc1ccc(OC)c(-n2cnc3cc(C(=O)O)ccc32)c1,-2,-3
COCC(=O)Nc1c(-c2ccccc2)n[nH]c1-c1ccccc1,0,0
O=C(Cc1ccc(Br)cc1)Nc1cccc(F)c1,-19,0
O=C(Nc1ccccc1)N1CCC(n2c(-c3ccco3)nc3cccnc32)C1 (stereo unspecified),1,0
Cc1ccnc(NS(=O)(=O)c2ccc(NC(=O)c3ccc(-n4ccnc4)nn3)cc2)n1,-12,5
O=C(COc1ccc(Br)cc1Cl)N1CCN(c2ccccc2)CC1,4,-20
CCOC(=O)C1=C(C)NC(=O)NC1c1ccc(C)s1 (stereo unspecified),-6,/
CCOC(=O)N1CCc2nn(CC(=O)NCc3ccc(OC)cc3)c(=O)cc2C1,15,-1
O=C(NC1CCCCCC1)C1CCN(S(=O)(=O)c2ccccc2)CC1,-7,-1
Clc1ccccc1CNc1nnc(-c2nc(C3CC3)no2)c2ccccc12,2,1
Cc1n[nH]c(C)c1S(=O)(=O)NCc1ccccc1,-5,-2
Cn1cc(CNC(=O)Nc2ccccc2)cn1,-4,1
COc1ccc(-c2coc3c(CN4CCCCC4)c(O)ccc3c2=O)cc1OC,6,-2
Cc1ccc2nc(C(=O)NCCN3CCN(C)CC3)cn2c1,0,0
O=C(NCc1cccnc1)c1ccc(-c2nc(-c3cccc(F)c3)no2)cc1,-6,-8
O=C(Nc1ccccc1Cl)C(=O)NC1CC1,-6,-9
Cc1ccccc1-c1c(-c2ccc([N+](=O)[O-])cc2)oc2cc(O)ccc2c1=O,34,-5
CCn1cc2c3c(cccc31)CN(C(=O)Nc1ccc(Cl)cc1F)CC2,1,-2
Cc1ccc2c(c1)N(Cc1nc(-c3ccccc3)no1)C(=O)CO2,-25,-3
CCOc1ccc(C(=O)/C=C/Nc2ccc(S(=O)(=O)Nc3cnc4ccccc4n3)cc2)cc1,2,6
O=C(NCC(O)(c1ccccc1)C(F)(F)F)c1ccccc1Cl (stereo unspecified),-15,-6
Cc1nc2cc3c(cc2[nH]1)OCCO3,3,0
COc1cc(C(C2=C(O)CC(C)(C)CC2=O)C2C(=O)CC(C)(C)CC2=O)cc(OC)c1OC (stereo unspecified),3,-8

# One compound at a time (already shown):
# Entry for `O=C(NC1CCCCCC1)C1CCN(S(=O)(=O)c2ccccc2)CC1` = mHTT-CaM PPI inh = -7; Pf apPOL inh = -1
# Entry for `Cc1ccc2c(c1)N(Cc1nc(-c3ccccc3)no1)C(=O)CO2` = mHTT-CaM PPI inh = -25; Pf apPOL inh = -3
# Entry for `Clc1ccccc1CNc1nnc(-c2nc(C3CC3)no2)c2ccccc12` = mHTT-CaM PPI inh = 2; Pf apPOL inh = 1
